Screens: PubChem, several laboratories
Bim-Bcl-2: inhibitors of Bim-Bcl-2 binding, primary screen, biochemical, multiplexed, human Bcl-2 family; actives 0.06% (n = 190,000); inhibition, % at 10 µM; Apoptosis regulator Bcl-2 (Homo sapiens), P10415; Bead-based flow cytometry, Bim peptide-Bcl-2 binding; AID 950, 2007; in the data active = inhibition above about 40%; inconclusive = no clear call, values can overlap the other calls;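 note: 0% = no compound wells with probe peptide and 100% = reference peptide inhibitor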
Target sequence (P10415 whole entry, looked up): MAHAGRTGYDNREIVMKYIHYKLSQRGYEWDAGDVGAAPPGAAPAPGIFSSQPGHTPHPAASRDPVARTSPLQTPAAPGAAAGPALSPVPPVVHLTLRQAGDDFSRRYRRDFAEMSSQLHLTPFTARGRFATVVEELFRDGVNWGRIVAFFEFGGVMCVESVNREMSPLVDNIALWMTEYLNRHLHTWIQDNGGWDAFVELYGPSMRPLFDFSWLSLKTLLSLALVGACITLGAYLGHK
Bcl-XL Bim block: inhibitors of Bim-Bcl-XL binding, primary screen, biochemical, multiplexed, bead flow cytometry, human Bcl-XL; Bcl-2-like protein 1 (Homo sapiens), Q07817; Bim peptide-Bcl-XL binding, fluorescence; inhibition, % at 10 µM; actives 0.04% (n = 190,000); AID 1007, 2008
Target sequence (Q07817 whole entry, looked up): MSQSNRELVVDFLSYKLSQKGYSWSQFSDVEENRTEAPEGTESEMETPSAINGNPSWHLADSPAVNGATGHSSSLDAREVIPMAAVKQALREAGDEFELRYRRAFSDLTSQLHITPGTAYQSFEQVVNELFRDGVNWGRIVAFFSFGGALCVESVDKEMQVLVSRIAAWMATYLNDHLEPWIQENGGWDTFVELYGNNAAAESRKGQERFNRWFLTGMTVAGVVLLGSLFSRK
Mcl-1 Bim block: inhibitors of Bim peptide binding to Mcl-1, primary screen, biochemical, bead-based flow cytometry, multiplex | AID 1009, 2008 | Induced myeloid leukemia cell differentiation protein Mcl-1 (Homo sapiens), Q07820 | inhibition, % at 10 µM | Bim peptide-Mcl-1 binding | actives 0.1% (n = 190,000);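 note: 0% = no compound tracer wells and 100% = peptide blocker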
Target sequence (Q07820 whole entry, looked up): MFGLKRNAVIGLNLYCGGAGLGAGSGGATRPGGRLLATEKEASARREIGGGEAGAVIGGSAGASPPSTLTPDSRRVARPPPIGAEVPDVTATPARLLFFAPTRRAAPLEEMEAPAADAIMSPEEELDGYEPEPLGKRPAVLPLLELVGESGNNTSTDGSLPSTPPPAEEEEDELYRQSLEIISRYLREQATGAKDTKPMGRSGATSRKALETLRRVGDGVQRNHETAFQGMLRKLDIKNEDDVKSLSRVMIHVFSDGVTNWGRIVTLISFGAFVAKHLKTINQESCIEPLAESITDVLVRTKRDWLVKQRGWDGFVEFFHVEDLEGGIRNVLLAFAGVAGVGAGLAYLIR
Mcl1 Noxa PPI: Mcl-1/Noxa binding inhibitors, primary screen, biochemical, TR-FRET, 1536-well | TR-FRET Mcl-1/Noxa peptide binding, 2 h | AID 1022, 2008 | inhibition, % at 21.7 µM | actives 1.5% (n = 220,000) | Induced myeloid leukemia cell differentiation protein Mcl-1 (Homo sapiens), Q07820;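 active = compounds that cut the protein-peptide binding signal by more than 50% relative to plate controls in a single-dose test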;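 note: His-tagged Mcl-1 with rhodamine Noxa BH3 peptide and terbium anti-His antibody; 0% = Mcl-1 plus Noxa peptide wells and 100% = peptide-only wells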
RGS8-Gao: RGS8-Galphao binding modulators, primary screen, biochemical, multiplexed bead flow cytometry | Guanine nucleotide-binding protein G(o) subunit alpha (Homo sapiens), P09471 | actives lie on both sides | response (percent of control binding), % at 10 µM | actives 0.34% (n = 220,000) | AID 1423, 2008; in the data active = response below about 60% or above about 140%; inactive = in between;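 note: Galphao activated as the GDP aluminium fluoride complex binding bead-coupled RGS8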
Mcl1-Bid inh: Mcl-1/Bid binding inhibitors, primary screen, biochemical, TR-FRET, 1536-well | TR-FRET Mcl-1/Bid-Dy647 peptide binding | inhibition, % at 21.7 µM | actives 0.97% (n = 220,000);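 active = compounds that cut the binding signal by more than half at the single screening dose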;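 note: His-tagged Mcl-1 with europium anti-His antibody binding Bid BH3 peptide; 0% = Mcl-1 plus peptide wells and 100% = peptide-only wells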
Bim-Bcl-W: inhibitors of Bim binding to Bcl-W, primary screen, biochemical, multiplexed, bead-based flow cytometry; Bcl-2-like protein 2 (Homo sapiens), Q92843; Bim peptide-Bcl-W binding; inhibition, % at 10 µM; actives 0.02% (n = 190,000);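 note: 0% = bound tracer without compound and 100% = peptide blocker; higher means less fluorescent Bim peptide bound to Bcl-W beads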
RGS4-Gao reg: modulators of RGS4 binding to Galphao, primary screen, biochemical, multiplexed bead flow cytometry; Guanine nucleotide-binding protein G(o) subunit alpha (Homo sapiens), P09471; actives lie on both sides; binding response (% of control), % at 10 µM; actives 0.33% (n = 220,000); in the data active = binding response below about 49% or above about 150%; inactive = in between;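 note: fluorescent Galphao activated with aluminum fluoride binding bead-coupled RGS4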
Bfl-1 Bim block: inhibitors of Bim binding to Bfl-1, primary screen, biochemical, multiplexed, bead-based flow cytometry; AID 1008, 2008; Bim-Bfl-1 binding inhibition; Bcl-2-related protein A1 (Homo sapiens), Q16548; actives 0.12% (n = 190,000); inhibition, % at 10 µM;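 note: 0% = wells without compound plus tracer and 100% = blocker peptide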
RGS7-Gao reg: RGS7-Galphao binding modulators, primary screen, biochemical, multiplexed bead flow cytometry. binding response (% of control), % at 10 µM. actives lie on both sides. Guanine nucleotide-binding protein G(o) subunit alpha (Homo sapiens), P09471. actives 0.35% (n = 220,000); in the data active = binding response below about 49% or above about 150%; inconclusive = no clear call, values can overlap the other calls; inactive = in between;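 note: fluorescent Galphao held in activated GDP-AlF4 state binding bead-coupled RGS7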
Bcl-B Bim block: inhibitors of Bim-Bcl-B binding, primary screen, biochemical, multiplexed, human Bcl-2 family | inhibition, % at 10 µM | bead-based flow cytometry, Bim peptide-Bcl-B binding | actives 0.073% (n = 190,000) | Bcl-2-like protein 10 (Homo sapiens), Q9HD36 | AID 951, 2007;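 note: 0% = tracer peptide without compound and 100% = reference inhibitor peptide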
Target sequence (Q9HD36 whole entry, looked up): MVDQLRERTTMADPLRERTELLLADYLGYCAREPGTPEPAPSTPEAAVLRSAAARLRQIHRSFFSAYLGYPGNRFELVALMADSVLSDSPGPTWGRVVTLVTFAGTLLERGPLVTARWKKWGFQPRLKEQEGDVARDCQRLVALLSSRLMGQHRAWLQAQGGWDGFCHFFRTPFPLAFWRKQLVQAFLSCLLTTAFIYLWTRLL
* = called active by the depositor. Cut-off read from the data, not from the text of the source, unless noted: active = inhibition above about 40%.

For O=C(NCCCc1ccccc1)C1CCN(c2nnc(-n3cccc3)s2)CC1 the results were Bim-Bcl-2 -6.0, Bcl-XL Bim block -2.0, Mcl-1 Bim block 1.0, Mcl1 Noxa PPI 10.5, RGS8-Gao 101.0, Mcl1-Bid inh -20.2, Bim-Bcl-W 0.0, RGS4-Gao reg 97.9, Bfl-1 Bim block -10.0, RGS7-Gao reg 98.7 and Bcl-B Bim block -6.0.
COc1ccc(OCCCC(=O)Nc2nccs2)cc1 was read as Mcl1 Noxa PPI 9.5, RGS8-Gao 102.8, Mcl1-Bid inh 2.7, RGS4-Gao reg 110.9 and RGS7-Gao reg inconclusive.
`Cc1cc(C(=O)NCc2ccc(F)cc2)n(-c2ccccc2)n1` gave Mcl1 Noxa PPI 18.9, RGS8-Gao 102.2, Mcl1-Bid inh -48.4, RGS4-Gao reg 96.9 and RGS7-Gao reg inconclusive.
CC(=O)N1CCC2(CC1)CC(=O)c1cc(OCC(=O)NCc3ccc(C)cc3)ccc1O2 was read as Bim-Bcl-2 0.0, Bcl-XL Bim block 0.0, Mcl-1 Bim block -1.0, Mcl1 Noxa PPI 5.1, RGS8-Gao 98.0, Mcl1-Bid inh 6.8, Bim-Bcl-W 0.0, RGS4-Gao reg 96.8, Bfl-1 Bim block -1.0, RGS7-Gao reg 95.3 and Bcl-B Bim block -3.0.
Screening O=C(O)c1cc(-c2cccc([N+](=O)[O-])c2)nc2ccccc12 returned Mcl1 Noxa PPI 8.5, RGS8-Gao 102.0, Mcl1-Bid inh 29.4, RGS4-Gao reg 107.8 and RGS7-Gao reg inconclusive.
For CN1/C(=C\C(=O)c2cccnc2)Sc2ccccc21 the results were Bim-Bcl-2 0.0, Bcl-XL Bim block -2.0, Mcl-1 Bim block 1.0, Mcl1 Noxa PPI 8.5, RGS8-Gao 102.6, Mcl1-Bid inh -45.7, Bim-Bcl-W -1.0, RGS4-Gao reg 98.2, Bfl-1 Bim block -2.0, RGS7-Gao reg 94.5 and Bcl-B Bim block -5.0.
`Cc1cc2nc(-c3ccc4c(c3)CCC4)ccn2n1` gave Bim-Bcl-2 -1.0, Bcl-XL Bim block -5.0, Mcl-1 Bim block 0.0, Mcl1 Noxa PPI -2.0, RGS8-Gao 94.1, Mcl1-Bid inh -7.3, Bim-Bcl-W -1.0, RGS4-Gao reg 90.5, Bfl-1 Bim block -5.0, RGS7-Gao reg 86.6 and Bcl-B Bim block -5.0.
For Cc1nc(-c2nc(-c3c(C(=O)NNC(=O)Nc4ccccc4)noc3C)cs2)cs1 the results were Mcl1 Noxa PPI 0.6, RGS8-Gao 96.3, Mcl1-Bid inh -20.1, RGS4-Gao reg 96.5 and RGS7-Gao reg inconclusive.
Screening O=C(NC(c1ccccc1)c1ccccc1)C1CCCC1 returned Bim-Bcl-2 0.0, Bcl-XL Bim block -6.0, Mcl-1 Bim block -3.0, Mcl1 Noxa PPI 11.2, RGS8-Gao 102.5, Mcl1-Bid inh -15.4, Bim-Bcl-W -3.0, RGS4-Gao reg 97.9, Bfl-1 Bim block -2.0, RGS7-Gao reg 101.9 and Bcl-B Bim block -6.0.
For O=C(CSc1nnc(-c2cccnc2)o1)Nc1ccccn1 the results were Bim-Bcl-2 -11.0, Bcl-XL Bim block -7.0, Mcl-1 Bim block -2.0, Mcl1 Noxa PPI -8.3, RGS8-Gao 100.9, Mcl1-Bid inh -25.0, Bim-Bcl-W 0.0, RGS4-Gao reg 102.1, Bfl-1 Bim block -18.0, RGS7-Gao reg 99.9 and Bcl-B Bim block -7.0.
Screening O=C(COC(=O)CCc1ccc(S(=O)(=O)N2CCOCC2)cc1)NCc1ccccc1Cl returned Bim-Bcl-2 0.0, Bcl-XL Bim block -1.0, Mcl-1 Bim block 0.0, Mcl1 Noxa PPI 14.2, RGS8-Gao 99.7, Mcl1-Bid inh 5.8, Bim-Bcl-W 0.0, RGS4-Gao reg 99.2, Bfl-1 Bim block 0.0, RGS7-Gao reg 97.8 and Bcl-B Bim block -1.0.
For CCN(CC)CCNC(=O)c1c(O)c2c([nH]c1=O)CCCC2 the results were Bim-Bcl-2 0.0, Bcl-XL Bim block -3.0, Mcl-1 Bim block -3.0, Mcl1 Noxa PPI 14.4, RGS8-Gao 99.8, Mcl1-Bid inh -16.2, Bim-Bcl-W -2.0, RGS4-Gao reg 96.1, Bfl-1 Bim block 0.0, RGS7-Gao reg 92.2 and Bcl-B Bim block -3.0.
For Nc1ccc(N2CCCCC2)c(Cl)c1 the results were Bim-Bcl-2 0.0, Bcl-XL Bim block 0.0, Mcl-1 Bim block 0.0, Mcl1 Noxa PPI 20.3, RGS8-Gao 101.9, Mcl1-Bid inh -18.7, Bim-Bcl-W 1.0, RGS4-Gao reg 104.2, Bfl-1 Bim block -4.0, RGS7-Gao reg 105.8 and Bcl-B Bim block -1.0.
Cc1nn(C(C)(C)C)c(N)c1-c1ccccc1 was read as Bim-Bcl-2 -3.0, Bcl-XL Bim block -6.0, Mcl-1 Bim block 0.0, Mcl1 Noxa PPI 12.7, RGS8-Gao 103.3, Mcl1-Bid inh -22.3, Bim-Bcl-W -3.0, RGS4-Gao reg 104.3, Bfl-1 Bim block -10.0, RGS7-Gao reg 105.0 and Bcl-B Bim block -8.0.
O=C(c1noc2c1CCCC2)N1CCN(c2ccc(F)cc2)CC1 was read as Bim-Bcl-2 0.0, Bcl-XL Bim block -2.0, Mcl-1 Bim block 0.0, Mcl1 Noxa PPI -5.8, RGS8-Gao 97.2, Mcl1-Bid inh -40.6, Bim-Bcl-W 3.0, RGS4-Gao reg 99.1, Bfl-1 Bim block 0.0, RGS7-Gao reg 98.0 and Bcl-B Bim block 0.0.
For CC(=O)N(C(C)=O)n1c(/C=C/c2ccc([N+](=O)[O-])cc2)nc2ccccc2c1=O the results were Bim-Bcl-2 3.0, Bcl-XL Bim block -3.0, Mcl-1 Bim block -3.0, Mcl1 Noxa PPI 20.3, RGS8-Gao 87.5, Mcl1-Bid inh -17.1, Bim-Bcl-W -7.0, RGS4-Gao reg 84.5, Bfl-1 Bim block -3.0, RGS7-Gao reg 80.1 and Bcl-B Bim block -3.0.
Cc1ccnc(NS(=O)(=O)c2ccc(NC(=O)/C=C/c3ccccc3)cc2)n1 was read as Mcl1 Noxa PPI 2.2, RGS8-Gao 104.1, Mcl1-Bid inh 1.8, RGS4-Gao reg 104.7 and RGS7-Gao reg inconclusive.
Screening CC(=O)Nc1cccc(C(=O)OCc2ccc(C(=O)Oc3ccc(Cl)cc3)cc2)c1 returned Bim-Bcl-2 -4.0, Bcl-XL Bim block -6.0, Mcl-1 Bim block -1.0, Mcl1 Noxa PPI 0.3, RGS8-Gao 94.4, Mcl1-Bid inh -5.5, Bim-Bcl-W -2.0, RGS4-Gao reg 94.1, Bfl-1 Bim block -2.0, RGS7-Gao reg 95.5 and Bcl-B Bim block -2.0.
For Cn1c(SCC(=O)c2ccc(F)cc2)nnc1-c1cccnc1 the results were Bim-Bcl-2 -3.0, Bcl-XL Bim block -1.0, Mcl-1 Bim block -1.0, Mcl1 Noxa PPI 3.4, RGS8-Gao 104.7, Mcl1-Bid inh -34.2, Bim-Bcl-W 0.0, RGS4-Gao reg 103.8, Bfl-1 Bim block -4.0, RGS7-Gao reg 106.2 and Bcl-B Bim block -1.0.
`O=C(NCc1ccccc1)C(=O)NCC1OCCN1C(=O)c1ccc(Cl)cc1` (configuration not stated) gave Bim-Bcl-2 4.0, Bcl-XL Bim block -1.0, Mcl-1 Bim block 2.0, Mcl1 Noxa PPI 9.2, RGS8-Gao 100.9, Mcl1-Bid inh -11.4, Bim-Bcl-W 0.0, RGS4-Gao reg 102.1, Bfl-1 Bim block -4.0, RGS7-Gao reg 101.6 and Bcl-B Bim block -2.0.
`Cc1ccc2nc(N(CCCN(C)C)C(=O)c3ccc4c(c3)CCCC4)sc2c1` gave Bim-Bcl-2 15.0, Bcl-XL Bim block 20.0, Mcl-1 Bim block 16.0, Mcl1 Noxa PPI 7.7, RGS8-Gao 123.0, Mcl1-Bid inh 8.3, Bim-Bcl-W 17.0, RGS4-Gao reg 128.0, Bfl-1 Bim block 24.0, RGS7-Gao reg 148.0 and Bcl-B Bim block -9.0.
For Cc1ccc(SC2CC(=O)N(c3ccc4c(c3)OCCO4)C2=O)cc1 (configuration not stated) the results were Bim-Bcl-2 -1.0, Bcl-XL Bim block -3.0, Mcl-1 Bim block -3.0, Mcl1 Noxa PPI 16.7, RGS8-Gao 101.6, Mcl1-Bid inh -24.0, Bim-Bcl-W 0.0, RGS4-Gao reg 100.8, Bfl-1 Bim block -3.0, RGS7-Gao reg 96.1 and Bcl-B Bim block -7.0.
COc1ccccc1C1(O)CCN(CC(=O)Nc2nc(-c3ccccc3)cs2)CC1 was read as Bim-Bcl-2 -7.0, Bcl-XL Bim block -4.0, Mcl-1 Bim block -3.0, Mcl1 Noxa PPI 9.2, RGS8-Gao 100.2, Mcl1-Bid inh -72.1, Bim-Bcl-W -4.0, RGS4-Gao reg 94.8, Bfl-1 Bim block -6.0, RGS7-Gao reg 94.7 and Bcl-B Bim block -4.0.
`Cc1c(N2C(=O)C3C4C=CC(C5CC45)C3C2=O)c(=O)n(-c2ccccc2)n1C` (configuration not stated) gave Mcl1 Noxa PPI 0.4, RGS8-Gao 90.9, Mcl1-Bid inh -1.6, RGS4-Gao reg 87.7 and RGS7-Gao reg inconclusive.
For COC(=O)C1CCN(C(=O)C2CCCCC2)CC1 the results were Bim-Bcl-2 -6.0, Bcl-XL Bim block -2.0, Mcl-1 Bim block -1.0, Mcl1 Noxa PPI -6.9, RGS8-Gao 99.9, Mcl1-Bid inh -0.2, Bim-Bcl-W 1.0, RGS4-Gao reg 104.5, Bfl-1 Bim block -10.0, RGS7-Gao reg 98.0 and Bcl-B Bim block -6.0.
Screening CCCCC(CC)C1OCC(C[N+]2(C)CCOCC2)O1 (configuration not stated) returned Bim-Bcl-2 -13.0, Bcl-XL Bim block -3.0, Mcl-1 Bim block 0.0, Mcl1 Noxa PPI 10.2, RGS8-Gao 99.4, Mcl1-Bid inh 7.3, Bim-Bcl-W -1.0, RGS4-Gao reg 101.8, Bfl-1 Bim block -3.0, RGS7-Gao reg 102.3 and Bcl-B Bim block -9.0.
